XBP1 UPR activ: activators of adaptive arm of unfolded protein response (XBP1); CHO-XBP1 luciferase reporter, IRE1-XBP1 UPR activation, luminescence; percent of tunicamycin response, DMSO as zero; activation, % at 20 µM; actives 0.33% (n = 330,000); AID 463104;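 active = versus positive control, 20 µM dose yields 30% or more activation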;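 note: 100% = tunicamycin at 10 µg/mL and 0% = DMSO only wells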
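Test system: CHO-XBP1 luciferase reporter cells | Buffer or medium: Serum-containing F12 medium, 10% FBS | Schedule: 6 h compound exposure at 37 °C, 5% CO2 | Detection: Steady-Glo luciferase glow luminescence, 10 min after reagent addition | Read-out basis: Activation, % of tunicamycin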
CHOP UPR activ: activators of apoptotic arm of unfolded protein response (CHOP); CHO-CHOP luciferase reporter, UPR activation, luminescence; percent of tunicamycin response over DMSO baseline; activation, % at 10 µM; actives 0.34% (n = 330,000); AID 449763;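 active = at 10 µM dose, activation of 40% or more, normalized to positive control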;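 note: 100% = tunicamycin at 10 µg/mL and 0% = DMSO alone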
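System: CHO-CHOP luciferase reporter cell line; amount: 500 cells/well; buffer or medium: F12 medium containing 10% fetal bovine serum; incubation: 6 h compound exposure at 37 °C after overnight seeding; measured by: luciferase luminescence after 10 min with Steady-Glo reagent; evaluation: % reporter activation, DMSO baseline versus tunicamycin full activation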
tim23-1 inh: growth inhibitors of tim23-1 mutant yeast; S. cerevisiae tim23-1 growth, BacTiter-Glo luminescence, 24 h; inhibition, % at 20 µM; actives 1.3% (n = 330,000); AID 463212;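 active = growth inhibition of the mutant yeast at or above 50%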;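 note: temperature-sensitive mutant grown at 25 °C; plate controls were DMSO-treated mutant yeast for no effect and medium wells lacking yeast for full effect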
TIM10 inh: growth inhibitors of TIM10 yeast strain | S. cerevisiae TIM10 strain growth, BacTiter-Glo luminescence, 24 h | inhibition, % at 10 µM | actives 1.4% (n = 330,000) | AID 463195;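 active = inhibition of 40% or more at the single tested concentration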;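 note: wild-type TIM10 isogenic control strain grown at permissive 25 °C; 0% = DMSO yeast wells and 100% = minimal medium wells without yeast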
697 NFkB inh: lowers PMA/ionomycin-induced NF-kB signal in 697 B cells | actives 0.33% (n = 330,000) | inhibition, % at 4 µM | 697 B-cell NF-kB luciferase reporter, 16 h; in the data active = inhibition above about 35%
tim10-1 inh: tim10-1 yeast growth inhibition | S. cerevisiae tim10-1 ts strain growth, BacTiter-Glo, 24 h | inhibition, % at 20 µM | actives 2.2% (n = 330,000) | AID 463190;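 active = inhibition of at least 40%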;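 note: mutant grown at 25 °C; 0% = DMSO wells with yeast and 100% = wells holding no yeast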
Jurkat NFkB inh: lowers PMA/ionomycin-induced NF-kB signal in Jurkat cells; inhibition, % at 4 µM; PMA/ionomycin-induced NF-kB luciferase reporter, luminescence; actives 0.53% (n = 330,000); AID 435003; in the data active = inhibition above about 50%
Mdm2-MdmX inh: human Mdm2/MdmX binding inhibition | AID 485346 | SaOS-2 split-luciferase Mdm2/MdmX complementation, luminescence | actives 3% (n = 330,000) | inhibition, % at 8 µM;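 active = inhibition of at least 50% at 8 µM in the primary screen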
Target sequence (O15151 whole entry, looked up): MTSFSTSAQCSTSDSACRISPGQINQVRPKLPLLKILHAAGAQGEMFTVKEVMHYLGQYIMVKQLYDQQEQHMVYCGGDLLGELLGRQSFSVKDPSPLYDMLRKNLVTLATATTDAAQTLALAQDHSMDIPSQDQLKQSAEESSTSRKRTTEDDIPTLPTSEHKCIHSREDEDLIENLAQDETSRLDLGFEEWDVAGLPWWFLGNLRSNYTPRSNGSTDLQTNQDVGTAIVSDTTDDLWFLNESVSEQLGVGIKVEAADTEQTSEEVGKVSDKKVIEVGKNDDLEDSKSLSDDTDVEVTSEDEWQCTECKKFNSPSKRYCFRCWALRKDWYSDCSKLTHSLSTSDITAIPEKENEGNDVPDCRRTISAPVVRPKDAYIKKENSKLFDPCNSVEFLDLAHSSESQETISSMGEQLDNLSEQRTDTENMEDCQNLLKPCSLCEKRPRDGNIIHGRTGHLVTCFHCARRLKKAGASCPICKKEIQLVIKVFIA
Target sequence (Q00987 whole entry, looked up): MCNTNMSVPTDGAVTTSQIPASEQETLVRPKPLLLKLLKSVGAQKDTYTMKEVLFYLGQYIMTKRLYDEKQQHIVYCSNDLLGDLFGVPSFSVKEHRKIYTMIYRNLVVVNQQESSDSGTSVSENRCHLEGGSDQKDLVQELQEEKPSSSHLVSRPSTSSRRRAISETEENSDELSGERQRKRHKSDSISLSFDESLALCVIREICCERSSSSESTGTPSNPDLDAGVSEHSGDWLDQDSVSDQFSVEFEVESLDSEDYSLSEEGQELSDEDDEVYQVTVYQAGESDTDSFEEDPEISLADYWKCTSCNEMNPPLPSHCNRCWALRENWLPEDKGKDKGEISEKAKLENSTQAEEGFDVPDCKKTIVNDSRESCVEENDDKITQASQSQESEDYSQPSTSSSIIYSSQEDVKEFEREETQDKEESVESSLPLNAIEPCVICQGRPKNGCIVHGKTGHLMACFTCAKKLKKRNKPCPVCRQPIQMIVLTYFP
The depositor's hits bear a star.

The line under a structure holds: XBP1 UPR activ | CHOP UPR activ | tim23-1 inh | TIM10 inh | 697 NFkB inh | tim10-1 inh | Jurkat NFkB inh | Mdm2-MdmX inh
O=C(CSc1ccccc1)NCc1ccc(F)cc1
  2 | 0.0 | 3 | 20 | -4 | 13 | -10 | 14
CN(Cc1cccc(Cl)c1Cl)C(=O)c1ccc(NC(=O)CC#N)cc1
  1 | -3.5 | 19 | 2 | -18 | 27 | 3 | 3
c1csc(-c2cc(N3CCCCC3)c3ccccc3n2)c1
  0 | 0.2 | 33 | 21 | -6 | 15 | -21 | -4
Cc1ccccc1OCC(=O)Nc1ccccc1NC(=O)c1ccco1
  0 | 0.7 | 7 | -5 | 11 | -3 | 10 | 5
Cc1occc1-c1nnc(SCC(=O)Nc2ccccc2)n1C
  -3 | -2.4 | 13 | 17 | -1 | 14 | -1 | 9
COC(=O)c1cc2occc2n1Cc1ccc(Cl)cc1
  1 | 3.3 | 6 | -4 | 14 | 22 | 4 | 27
O=C(O)c1ccccc1/C=N/n1c(C2CCCCC2)n[nH]c1=S
  -4 | 1.8 | -3 | 9 | 13 | -7 | 2 | 14
Cc1cc(NC(=O)CN2C(=O)NC3(CCCCC3)C2=O)ccc1N1CCCC1
  -4 | -0.4 | 11 | 2 | -2 | -9 | 1 | -2
O=C(Cc1ccccc1Cl)Nc1nc2ccccc2[nH]1
  -1 | 3.1 | 28 | 15 | 2 | 18 | -23 | 3
COC(=O)c1ccccc1S(=O)(=O)N1CCC(NC(=O)c2ccccc2)CC1
  1 | -0.9 | 17 | -16 | 9 | 12 | 10 | 13

Complete entries from above.
Record of Cc1cc(NC(=O)CN2C(=O)NC3(CCCCC3)C2=O)ccc1N1CCCC1 = XBP1 UPR activ = -4; CHOP UPR activ = -0.4; tim23-1 inh = 11; TIM10 inh = 2; 697 NFkB inh = -2; tim10-1 inh = -9; Jurkat NFkB inh = 1; Mdm2-MdmX inh = -2
Record of c1csc(-c2cc(N3CCCCC3)c3ccccc3n2)c1 = XBP1 UPR activ = 0; CHOP UPR activ = 0.2; tim23-1 inh = 33; TIM10 inh = 21; 697 NFkB inh = -6; tim10-1 inh = 15; Jurkat NFkB inh = -21; Mdm2-MdmX inh = -4
Record of CN(Cc1cccc(Cl)c1Cl)C(=O)c1ccc(NC(=O)CC#N)cc1 = XBP1 UPR activ = 1; CHOP UPR activ = -3.5; tim23-1 inh = 19; TIM10 inh = 2; 697 NFkB inh = -18; tim10-1 inh = 27; Jurkat NFkB inh = 3; Mdm2-MdmX inh = 3

Carrying on:
The line under a structure holds: XBP1 UPR activ | CHOP UPR activ | tim23-1 inh | TIM10 inh | 697 NFkB inh | tim10-1 inh | Jurkat NFkB inh | Mdm2-MdmX inh
COc1cccc(/C=N/n2cnnc2)c1OCc1ccccc1
  0 | -0.2 | 15 | 22 | -7 | 11 | -8 | 2
Cc1ccccc1N1OC2C(=O)N(c3ccc(F)cc3)C(=O)C2C1c1ccccn1 (stereo unspecified)
  1 | -0.8 | 24 | 15 | 20 | 16 | -2 | 21
CCN1CCN(C(=S)NC(=O)c2cccs2)CC1
  -4 | 1.2 | -7 | 1 | 10 | 7 | 1 | 11
Cc1nn(-c2ccccc2)c2sc(C(=O)OC3CCOC3=O)cc12 (stereo unspecified)
  -3 | -0.9 | 25 | -3 | 15 | 9 | -14 | -10
COc1ccc(CNC(=O)C2CCN(S(=O)(=O)N3CCCC3)CC2)cc1
  -2 | 0.0 | 4 | 8 | 14 | -6 | 9 | 7
COc1ccccc1C(CNC(=O)c1cccc(NS(=O)(=O)c2ccc(C)c(F)c2)c1)N(C)C (stereo unspecified)
  -2 | 0.6 | -85 | -56 | -1 | -24 | -10 | 6
O=C(CSCc1ccc(Cl)cc1)Nc1ccccc1C(=O)N1CCOCC1
  1 | -1.3 | 13 | -14 | -6 | 15 | 0 | 16
CCO[C@@H]1OC(C(=O)NCc2nc3ccccc3[nH]2)=C[C@H](c2cn(C(C)=O)c3ccccc23)[C@H]1CCCO
  -2 | 5.4 | 10 | -14 | 18 | 2 | 27 | 25
CN(C)S(=O)(=O)c1ccc(C(=O)Nc2ccnn2C2CCCCC2)cc1
  3 | -0.6 | 7 | 1 | -5 | 9 | 8 | 19
O=C(NCC(=O)N(Cc1ccccc1)C(C(=O)NCC1CCCO1)c1ccccc1)c1cccs1 (stereo unspecified)
  -2 | -0.2 | 16 | 13 | -30 | 17 | -22 | 0
COc1ccc(CCC(=O)Nc2ccc(S(=O)(=O)N3CCCC3)cc2)cc1OC
  -4 | -1.0 | 14 | 0 | 18 | 15 | 3 | 16
CCCCn1c(=O)[nH]c(=O)c2c1nc(-c1ccccc1OC(F)F)n2C
  -3 | -1.2 | -18 | 12 | 10 | -9 | 4 | 38
O=S(=O)(Nc1cccc(Oc2ccc(Cl)cc2)n1)c1ccc(F)cc1
  -2 | 1.9 | 47 | 38 | 12 | 44* | -4 | 14
COc1ccc(NC(=O)Nc2cccc3c2O[C@H](CN(C)C(=O)NC2CCCCC2)[C@@H](C)CN([C@H](C)CO)C3=O)cc1
  -2 | 1.1 | 1 | -7 | 23 | -5 | -37 | -23
O=C(COc1cccc(Oc2ccccc2)c1)Nc1ccc(SC(F)F)cc1
  -3 | 0.5 | 17 | 27 | 7 | 14 | 18 | 27
Cc1cnc(C(=O)OCC(=O)Nc2cccc(S(=O)(=O)N3CCCCC3)c2)cn1
  -1 | -2.0 | -2 | -11 | 1 | -2 | -2 | -9
COc1ccc2c(Cl)c(C(=O)NCc3ccco3)sc2c1
  1 | 3.5 | 24 | 12 | -57 | 26 | -70 | -58
O=C(CSc1nc(=O)n(CCN2CCOCC2)c2c1CCC2)Nc1ccc(OC(F)(F)F)cc1
  -3 | -0.4 | -6 | 11 | -47 | -9 | 8 | 32
NC(=O)C1CCN(C(=O)Cc2ccc([N+](=O)[O-])cc2)CC1
  0 | -1.0 | 7 | 1 | 14 | 1 | -10 | -15
CCCn1nc2cc(C(=O)NC3CCc4ccccc43)ccc2c1OCC (stereo unspecified)
  0 | 2.5 | 10 | 3 | 8 | 1 | -10 | -8
O=C(c1c[nH]c2ccccc12)N1CCN(Cc2ccccc2)CC1
  0 | 0.1 | 23 | 19 | -12 | 12 | -12 | -52
COc1cc(C(=S)N2CCCC2)cc(Cl)c1O
  2 | -1.0 | 11 | 8 | 4 | 17 | -6 | 25
CC(=O)c1sc(NC(=O)CS(=O)(=O)c2ccc(F)cc2)nc1C
  -1 | 0.2 | -2 | -8 | 3 | -9 | -8 | 12
Cc1ccc(-c2nc(N/N=C/c3ccccc3[N+](=O)[O-])c3ccccc3n2)cc1
  16 | 5.7 | 15 | 14 | -91 | 21 | -116 | 24
O=C(Nc1ccc(Cl)cc1F)C1CCN(S(=O)(=O)c2cccnc2)CC1
  -4 | 1.6 | 18 | 7 | 17 | 16 | 17 | 17
COc1ccc(CNC(=O)CCSc2ccc(F)cc2)cc1OC
  1 | -0.3 | 14 | -1 | -8 | -1 | -6 | 19
O=C(O)C1CC=CCC1C(=O)NC12CC3CC(CC(C3)C1)C2 (stereo unspecified)
  -1 | 0.4 | 8 | -2 | 8 | 12 | 8 | -10
Cc1cc(OCC(O)CN)ccc1Cl (stereo unspecified)
  4 | 0.8 | 2 | 4 | 1 | 4 | 13 | 22
CCc1cccc(C)c1NC(=S)NCc1ccccc1
  -1 | 3.6 | 29 | 28 | 3 | 23 | 19 | 21
Cc1ccc(NC(=O)C2CCCN(S(=O)(=O)c3cnc[nH]3)C2)cc1C (stereo unspecified)
  -2 | 0.2 | 7 | 8 | 8 | 6 | 1 | 23

Part of the list above in order of heavy-atom count, rising.
The line under a structure holds: XBP1 UPR activ | CHOP UPR activ | tim23-1 inh | TIM10 inh | 697 NFkB inh | tim10-1 inh | Jurkat NFkB inh | Mdm2-MdmX inh
CC(=O)c1sc(NC(=O)CS(=O)(=O)c2ccc(F)cc2)nc1C
  -1 | 0.2 | -2 | -8 | 3 | -9 | -8 | 12
COc1ccc(CNC(=O)CCSc2ccc(F)cc2)cc1OC
  1 | -0.3 | 14 | -1 | -8 | -1 | -6 | 19
Cc1ccc(NC(=O)C2CCCN(S(=O)(=O)c3cnc[nH]3)C2)cc1C (stereo unspecified)
  -2 | 0.2 | 7 | 8 | 8 | 6 | 1 | 23

(listing goes on)
The line under a structure holds: XBP1 UPR activ | CHOP UPR activ | tim23-1 inh | TIM10 inh | 697 NFkB inh | tim10-1 inh | Jurkat NFkB inh | Mdm2-MdmX inh
O=C(NCCCN1CCOCC1)c1ccc(Br)s1
  -1 | -0.5 | -5 | 4 | 17 | -3 | 7 | -16
Cc1ccccc1Nc1nnc(SCC(=O)c2ccc(O)cc2O)s1
  3 | -0.2 | 20 | 21 | 2 | 20 | 1 | -5
COc1ccccc1CC(=O)Nc1ccc(-c2nnc(-c3ccco3)o2)cc1
  0 | 0.4 | 7 | 12 | -37 | 12 | -5 | 11
O=S(=O)(c1ccc(Cl)cc1)N1CCN(Cc2ccncc2)CC1
  3 | 1.5 | 0 | -17 | -11 | 14 | -1 | 7
Cc1c(C)c(C)c2[nH]c(=S)[nH]c2c1C
  -4 | -1.7 | -5 | -12 | 14 | 13 | -8 | 19
CC(=O)COC(=O)c1ccc2noc(-c3ccccc3)c2c1
  1 | 4.4 | 19 | 21 | -93 | 10 | -12 | -18
O=C(O)/C(=C\c1ccccc1)c1ccc2ccccc2c1
  0 | 2.6 | 13 | 13 | 3 | 10 | -16 | -13
CCC(C)N1C(=O)CCC1C(=O)NCc1ccc2c(c1)OCO2 (stereo unspecified)
  1 | -3.0 | 0 | -3 | -13 | 7 | -13 | 7
O=C(CNCc1cccc(Cl)c1)N1CCc2ccccc2C1
  0 | 2.6 | -23 | 4 | -7 | 6 | 1 | 2
O=C1/C(=C/c2ccc3c(c2)OCO3)Oc2cc(OCC(=O)N3CCC[C@H]3C(=O)O)ccc21
  -1 | 0.6 | 10 | 9 | 3 | -6 | -13 | 16

The last three records of the section before open the next one.
The line under a structure holds: XBP1 UPR activ | CHOP UPR activ | tim23-1 inh | TIM10 inh | 697 NFkB inh | tim10-1 inh | Jurkat NFkB inh | Mdm2-MdmX inh
CCC(C)N1C(=O)CCC1C(=O)NCc1ccc2c(c1)OCO2 (stereo unspecified)
  1 | -3.0 | 0 | -3 | -13 | 7 | -13 | 7
O=C(CNCc1cccc(Cl)c1)N1CCc2ccccc2C1
  0 | 2.6 | -23 | 4 | -7 | 6 | 1 | 2
O=C1/C(=C/c2ccc3c(c2)OCO3)Oc2cc(OCC(=O)N3CCC[C@H]3C(=O)O)ccc21
  -1 | 0.6 | 10 | 9 | 3 | -6 | -13 | 16
Cc1ccc(S(=O)(=O)N2CCN(S(C)(=O)=O)C2C)cc1 (stereo unspecified)
  0 | 1.0 | 15 | 17 | 6 | 7 | 7 | -10
CC(=O)CCC(=O)OCC(=O)c1ccc(C(F)(F)F)cc1
  1 | 0.4 | 13 | 11 | 6 | 7 | -1 | 18
CCCCC(=O)NNC(=S)NC(=O)c1cccc([N+](=O)[O-])c1
  4 | 1.0 | 7 | 8 | 12 | 29 | -1 | -8
COc1ccc(OC(C)C(=O)Nc2cccc(F)c2)cc1 (stereo unspecified)
  -3 | -0.2 | 9 | -4 | 5 | 3 | 1 | 8
O=S1(=O)CCN2C=C(Cl)C=C(Cl)C2=N1
  -3 | 0.2 | 6 | 4 | 16 | 3 | 8 | 12
CCN1C(=O)CC(n2c(C)nc3ccccc32)C1=O (stereo unspecified)
  0 | 1.6 | 4 | 3 | -15 | 8 | 7 | 30
O=C(CC1SC(=Nc2ccccc2)N(CCCO)C1=O)Nc1ccc(Cl)cc1 (stereo unspecified)
  -3 | -0.3 | 18 | 3 | 2 | 18 | -12 | 29

Screening results deposited in PubChem BioAssay by Sanford-Burnham Center for Chemical Genomics.
